Assay outcomes: PubChem BioAssay, National Center for Advancing Translational Sciences (NCATS)
CCT modulator: changes cytosolic chaperonin activity; purified chaperonin ATPase assay, HTRF ADP detection, 30 min; hit rate 0.3% among 360,000; activity change, % (test concentration not listed), hits read low; in the data active = activity change below about -30%; note: % is set by controls: 0 for no effect and ±100 for the full control effect
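We incubate TRiC, 40 or 20 nM final, with library compounds at 76 uM and 10 uM ATP for 30 min at 37 °C. ADP formed is detected with Transcreener HTRF reagents after 30 min at room temperature.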
TGFb SMAD3 inh: inhibitors of TGF-b signaling. HepG2 CAGA-GFP TGF-b/SMAD3 reporter, GFP fluorescence, 18 h; TGF-beta stimulated, 500 pg/mL final. Potency, µM (highest dose often 46.1 µM), for inactives: top-dose activity, negative = inhibition, usual class: inhibitors. hit rate 1.2% among 410,000. AID 588855; note: potency is the fitted concentration of half-maximal effect; % is set by controls: 0 for no effect and ±100 for the full control effect; nearly all actives have a fitted effect of over 65% in size
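Inhibition of TGF-beta-driven CAGA-GFP reporter expression in HEPG2 cells is measured by cellular GFP fluorescence after 18 h stimulation with 500 pg/mL recombinant TGF-beta in 1% FBS medium at 37 degrees C.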
Nrf2 block: blocks Nrf2 signaling; A549 ARE-Fluc reporter, luciferase luminescence, 18-24 h; AID 504444; Potency, µM (top dose mostly 46 µM), for the others: at the highest dose activity change, negative = inhibition, most hits filed as inhibitors; hit rate 2.1% among 360,000; note: potency is the fitted concentration of half-maximal effect; % is set by controls: 0 for no effect and ±100 for the full control effect; nearly all actives have a fitted effect of over 60% in size
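Cells were seeded and rested 2 h, then exposed to compounds for 18-24 h. CellTiter-Fluor was read first as a viability measure. BugLite was added 15 min before the final luminescent read of ARE-luciferase activity in A549 cells.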
Mm-Cpn inhibitor: blocks the Methanococcus maripaludis chaperonin Mm-Cpn. Potency, µM (top dose mostly 76.9 µM), inactives show at the top dose activity, negative = inhibition, most hits filed as inhibitors. purified Mm-Cpn ATPase, ADP Transcreener TR-FRET. hit rate 0.031% among 330,000; note: potency is the fitted concentration of half-maximal effect; % is set by controls: 0 for no effect and ±100 for the full control effect; nearly all actives have a fitted effect of over 80% in size
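Eu-cryptate anti-ADP/ADP-d2 competition gives a ratio inversely related to ADP. Enzyme at 25 nM was pre-exposed to compound for 10 min, then given 10 uM ATP for 30 min, 37°C throughout.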
Akt phos inh: blocks phosphorylation of Akt; Neuro2A IGF-stimulated pAkt S473 HTRF, 20 min; active compounds read low; activity change, % for hits at 50 µM; hit rate 0.32% among 360,000; AID 651550; in the data active = activity change below about -80%; inconclusive = mostly about -51% to -80%; note: % is set by controls: 0 for no effect and ±100 for the full control effect
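Neuro2A cells in DMEM with 0.5% FBS, overnight at 37 deg C, given compound at single 50 µM final, then IGF (6 nM final) for 20 min at 37 deg C. Lysed; phospho-Akt Ser473 by HTRF after 24 h, 665/615 ratio.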
S2 tox: viability counter-screen for ATXN expression inhibitors | S2 cells (HEK-293 line with an ATXN2-luciferase reporter) viability, CellTiter-Fluor protease fluorescence, 24 h | Potency, µM (top dose mostly 56.7 µM), hits mostly cytotoxic | hit rate 0.49% among 400,000; note: potency is the fitted concentration of half-maximal effect; nearly all actives have a fitted effect of over 40% in size
HepG2 viability: kills HepG2 cells in TGF-b inhibitor counter-screen; HepG2 CAGA-GFP viability, ATP luminescence, 18 h; Potency, µM (titrated, usually from 46.1 µM), inactives show top-dose activity change, negative = cytotoxicity, actives largely listed as cytotoxic; hit rate 0.76% among 410,000; AID 588856; note: potency is the fitted concentration of half-maximal effect; some results filed as inactive show a strong effect at the top dose
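HepG2 CAGA-GFP cells (1000/well, DMEM with 1% FBS) received compound, then TGF-beta at 500 pg/mL final, and were incubated 18 hours at 37 degrees C. Viability was read by CellTiter-Glo luminescence. Media-only wells were set as complete cell-killing and DMSO as no toxicity.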
Nrf2 activator: Nrf2 pathway activation; AREc32 ARE-luciferase reporter (MCF7-derived line), luminescence, 24 h; hit rate 0.31% among 410,000; Potency, µM (series often up to 46.1 µM), for the others: at the top dose activation, actives largely listed as activators; note: potency is the fitted concentration of half-maximal effect; % of control where 0% means no effect; nearly all actives have a fitted effect of over 65% in size
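Luciferase luminescence (Steady-Glo, 30 min at room temperature) served as the read-out of ARE activation in AREc32 cells treated with compounds for 24 hr at 37 deg C.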
A549 viability: kills or reduces viability of A549 cells in Nrf2 counter-screen | hit rate 0.16% among 390,000 | A549 ARE-Fluc cells, CellTiter-Fluor viability, 18-24 h | AID 504648 | Potency, µM (highest dose often 46 µM), for the others: at the top dose activity change, negative = cytotoxicity, usual class: inhibitors; note: potency is the fitted concentration of half-maximal effect; % is set by controls: 0 for no effect and ±100 for the full control effect
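A549 ARE-Fluc cells in 5% FBS OPTI-MEM, 5000 cells/well, rested 2 h then exposed to compounds in concentration-response for 18-24 h at 37 °C. Viability by CellTiter-Fluor fluorescence (Ex 405/Em 525) after 30 min; luciferase luminescence (BugLite, 15 min, RT) read afterwards.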
* = called active by the depositor; i = inactive; ? = inconclusive; · = not tested or not shown; [ ] = another dose, or the depositor's remark. Unless noted, calls come from the whole dose curve; as a rule, active = well fitted curve in the direction sought with a large enough effect; inconclusive = small, poorly fitted or top-dose-only effect, or another doubt; inactive = no such curve, though single readings can be large; an effect the other way counts as inactive or inconclusive.

SMILES	CCT modulator	TGFb SMAD3 inh	Nrf2 block	Mm-Cpn inhibitor	Akt phos inh	S2 tox	HepG2 viability	Nrf2 activator	A549 viability
CN(C)S(=O)(=O)c1ccc(C(=O)OCC(=O)Nc2sc3c(c2C#N)CCCCC3)cc1	-0.3	-2%	9%	0%	i	i	-20%	6.3%	0%
O=C(CCCCCn1c(=S)[nH]c2ccc(N3CCOCC3)cc2c1=O)NCc1cccc(Cl)c1	-50*	2%	-14%	0%	i	·	9%	-0.4%	5%
O=C(CCCN1C(=O)/C(=C\c2ccccc2)SC1=S)Nc1ccc(O)cc1C(=O)O	-1.5	-17%	1%	-4%	·	i	-16%	0.7%	-7%
O=C(NC(=S)Nc1ccc(N2CCCCC2)c(Cl)c1)c1ccc2c(c1)OCCO2	-0.2	-15%	9.2µM*	1%	i	?	-26%	2.0%	-7%
Nc1c(C(=O)Nc2ccccc2)sc2nc(-c3ccco3)ccc12	-0.2	4%	?	-15%	i	·	-15%	?	·
CCOC(=O)c1ccc(Oc2cc(C)nc(SC)n2)cc1	0.5	-13%	?	3%	i	?	7%	-0.6%	?
Cc1ccc(S(=O)(=O)Nc2cccc(C(=O)N3CCC(C(N)=O)CC3)c2)cc1	-1.2	1%	1%	0%	i	i	-15%	0.1%	3%
CCOC(=O)/C(=C\c1ccc(N2CCC(c3ccccc3)=N2)cc1)C(C)=O	-2.2	6%	116%	·	i	i	5%	3.2%	17%
COc1cc(OC)cc(C(=O)NCC2CCCN(Cc3cccc(C(C)=O)c3)C2)c1 (configuration not stated)	-1.2	-11%	3%	-5%	i	i	-15%	-0.2%	2%
C/C(=N\NC(=O)c1cccc(O)c1)c1ccc(NC(=O)Cc2ccccc2)cc1	1.3	-2%	?	4%	i	i	-4%	0.3%	-2%
CCn1cc(C(=O)NCc2ccccc2OC)c(=O)c2cc(S(=O)(=O)N(C)C)ccc21	-3.7	-1%	-17%	-2%	i	i	-34%	5.0%	8%
CC(=O)c1ccc(N2CCN(C(=O)CCc3ccccc3)CC2)cc1	-5.9	0%	2%	1%	i	i	-1%	3.0%	1%
COc1ccc(NC(=O)c2cc(S(=O)(=O)N3CCCCC3)ccc2OC)cc1	-0.3	-16%	?	-1%	i	?	-19%	0.5%	-10%
O=C(Nc1cccc(S(=O)(=O)N2CCCCC2)c1)c1cnccn1	-0.9	-3%	-4%	-1%	i	i	-6%	0.1%	1%
CC(C)Oc1ccc(C(=O)Nc2nnc(C3=COCCO3)o2)cc1	2.4	-2%	-21%	-1%	i	i	-11%	0.0%	0%
C=CCN(C(=O)CN1CCCCC1)c1nc(-c2ccccc2)cs1	-0.3	-4%	2%	-2%	i	i	-25%	1.1%	6%
CCOc1ccc(NS(=O)(=O)c2ccc(OC)c(NC(=O)c3ccc4c(c3)OCCO4)c2)cc1	1.2	9%	?	-4%	i	?	-23%	4.5%	-7%
O=C(NCCN1CCOCC1)c1cc(Cl)ccc1Cl	-1.7	2%	4%	1%	i	i	-22%	-0.4%	3%
C=CCN1CCN(C(c2ccc(Cl)cc2)c2nnnn2CCc2ccc(OC)c(OC)c2)CC1 (configuration not stated)	1.5	2%	4%	0%	i	i	-3%	0.5%	-1%
CCOC(=O)C1CCN(C(=O)Nc2ccc3c(c2)nc(C)n3C)CC1	-6.7	-10%	19%	5%	i	i	-23%	2.1%	2%[1.84 µM]

As a short view, part of the list above.
SMILES	CCT modulator	TGFb SMAD3 inh	Nrf2 block	Mm-Cpn inhibitor	Akt phos inh	S2 tox	HepG2 viability	Nrf2 activator	A549 viability
C=CCN1CCN(C(c2ccc(Cl)cc2)c2nnnn2CCc2ccc(OC)c(OC)c2)CC1 (configuration not stated)	1.5	2%	4%	0%	i	i	-3%	0.5%	-1%
CCOC(=O)C1CCN(C(=O)Nc2ccc3c(c2)nc(C)n3C)CC1	-6.7	-10%	19%	5%	i	i	-23%	2.1%	2%[1.84 µM]

Further results follow.
SMILES	CCT modulator	TGFb SMAD3 inh	Nrf2 block	Mm-Cpn inhibitor	Akt phos inh	S2 tox	HepG2 viability	Nrf2 activator	A549 viability
CCCCN1C[C@H](Cc2ccccc2)[C@@H](CC(=O)Nc2ccc(OC)cc2)C1=O	-2.0	2%	·	·	i	i	-22%	-0.9%	·
COc1ccc(CNC(=O)c2cc(SC)ccc2Cl)cc1OC	-0.3	-12%	?	0%	i	?	-19%	0.1%	-2%
Cc1nc(C)c(-c2csc(Nc3cccc(O)c3)n2)s1	0.4	-6%	7%	-1%	i	?	-8%	13%	2%
O=C1OCCN1C(=O)[C@H]1[C@H](c2ccccc2)C(c2cccc(Cl)c2)=NN1c1ccc(Br)cc1	-1.1	?	-8%	?	i	·	-15%	4.5%	?
COC(CNC(=O)CN1C(=O)COc2ccc(S(=O)(=O)N3CCOCC3)cc21)OC	0.8	-22%	12%	-1%	i	i	2%	-0.2%	1%
O=C(O)CNC(=O)c1ccc(NC(=O)/C(=C/c2ccccc2)NC(=O)c2ccco2)cc1	-0.5	0%	2%	1%	i	i	2%	-0.2%	2%
CCOc1ccc(NC(=O)CCc2nc3cccnc3n2Cc2ccc(OC)cc2)cc1	·	25%	-23%	·	·	·	9%	-0.2%	-2%
O=C(NCCc1cccs1)C1CC(c2ccccc2[N+](=O)[O-])=NO1 (configuration not stated)	1.0	4%	?	-1%	i	i	-17%	6.9%	-5%
Cc1cc(C(=O)Oc2cccnc2)ccc1[N+](=O)[O-]	3.1	-3%	11%	2%	i	i	19%	-0.5%	0%
C=CCC[C@@H](Cc1ccc(F)cc1)C(=O)OC[C@@H]1CCCN1C(=O)[C@H](CC=C)CC(=O)N[C@H](CO)Cc1ccccc1	0.1	11µM*	-26%	-2%	i	·	-109%	-2.4%	-14%
COc1ccc(CSc2nnnn2C)cc1[N+](=O)[O-]	0.8	-8%	3%	-1%	i	i	1%	-0.2%	5%
CCC(CC)C(=O)N(C)c1c(C)nc2c(OCc3ccccc3OC)cccn12	0.8	-5%	·	·	i	?	-35%	1.0%	·
Cc1ccc(NC(=O)NC2CCCCCCC2)cc1	1.5	-8%	?	-3%	i	i	7%	1.1%	-4%
Cc1cc(CN(C)C(=O)c2cc(COc3ccc(F)cc3Cl)on2)n[nH]1	-1.7	8%	?	2%	i	i	2%	3.2%	0%
COc1cc(NC(=O)C(C)Oc2ccccc2)c(C(=O)O)cc1OC (configuration not stated)	1.3	2%	-27%	0%	i	i	0%	0.0%	-7%
Cc1cc(C)c[n+](C2=C([O-])c3ccccc3C(=O)/C2=N\S(=O)(=O)c2cccs2)c1	-0.6	?	21µM*	0%	i	i	-1%	-0.1%	?
O=S(=O)(NCc1ccccn1)c1cccc2nsnc12	0.3	-26%	·	-1%	i	i	0%	0.2%	6%
N#CCC(=O)Nc1ccc(C(=O)OCC(=O)N(Cc2ccccc2)C2CCS(=O)(=O)C2)cc1 (configuration not stated)	0.4	8%	3%	-3%	i	i	2%	-0.6%	-4%
COc1ccc(N(C)C(=O)C2CCCN2S(=O)(=O)c2cccc3nsnc23)cc1 (configuration not stated)	-1.4	4%	-15%	-5%	i	i	-3%	0.0%	1%
CN(C)c1ccc(-c2cccc3nccn23)cc1	0.9	?	·	·	i	i	-40%	5.6%	·
O=C(Cn1cnc2ccccc2c1=O)NCC(=O)N1CCN(Cc2ccc3c(c2)OCO3)CC1	-0.7	4%	-6%	0%	i	i	4%	0.7%	-1%
O=C(CCNC(=O)N1CC(=O)Nc2ccccc21)Nc1ccc(Br)cc1F	0.0	1%	?	0%	i	i	10%	0.1%	0%
O=C(COC(=O)C12CC3CC(CC(Br)(C3)C1)C2)NCc1ccco1	·	-15%	15%	·	·	·	2%	·	-1%
CC(=O)c1ccc(NC(=O)CCc2nc(-c3ccc(C)cc3)no2)cc1	·	0%	-3%	·	·	?	-2%	3.4%	-2%
CC(=O)N/C(N)=N/c1nc2cc(C)ccc2o1	-1.4	-23%	?	0%	i	i	-4%	2.4%	0%
CCOC(=O)c1c(C)[nH]c(CCC(=O)Nc2ccc(N(CC)CC)cc2C)c1C	·	0%	·	·	·	·	-29%	7.8%	2%
CC(=O)c1ccc(OCc2cc(C(=O)N(C)C(C)c3ccon3)no2)cc1 (configuration not stated)	-1.5	-4%	-12%	·	i	i	-10%	-0.8%	7%
COc1ccc(S(=O)(=O)N2CCN(C/C=C/c3ccccc3)CC2)cc1F	-9.6	-25%	-8%	1%	i	i	5%	0.0%	9%
Cc1cc(=O)oc2ccc(OCC(=O)NCc3ccco3)cc12	-0.4	6%	-9%	1%	·	·	-20%	2.4%	-8%
CCOc1ccc(S(=O)(=O)N2CCN(C(=O)c3cc(C4CC4)nn3-c3ccccc3)CC2)cc1	-0.4	-19%	?	-4%	i	i	14%	0.4%	-7%
Cc1cccc(C(=O)Nc2cccc(C(=O)N/N=C/c3ccc4c(c3)OCO4)c2)c1	-0.9	-15%	29%	-1%	i	?	-10%	-0.1%	-2%
CCc1ccccc1NC(=O)CN(C)C(=O)COC(=O)c1cccnc1Cl	-1.8	9%	14%	-3%	i	i	10%	-0.2%	0%
COc1ccc(OC)c(C2CC(=O)c3c([nH]c(C(=O)OCc4ccc(C)cc4)c3C)C2)c1 (configuration not stated)	·	-3%	-2%	·	·	·	-3%	-0.6%	-3%
CSCCC(NC(=O)C1CCC(C)CC1)C(=O)NCc1ccco1 (configuration not stated)	-5.6	-2%	-9%	0%	i	i	-1%	1.8%	1%
CN(C)C(=O)CNC(=O)C1CCCCC1	2.0	2%	4%	-2%	i	i	7%	0.3%	2%
Cc1ccc(NC(=S)Nc2cccc3ccccc23)cc1	0.2	-16%	30%	-8%	i	i	2%	5.4%	12%
Cc1nnc(SCCn2c(N3CCC(Cc4ccccc4)CC3)nc3c2c(=O)[nH]c(=O)n3C)s1	0.6	-4%	-24%	-3%	i	i	3%	2.4%	-26%
O=C(Nc1ccccc1C(=O)N1CCCC1)c1ccccc1	-1.7	?	6%	-5%	i	i	-1%	-0.5%	2%
